Screens deposited in PubChem BioAssay by several laboratories.
HCV NS3 hel inh: HCV NS3 helicase inhibition; 290,000 tested, 0.56% active; inhibition, % at 10.9 µM; NS3 helicase DNA unwinding, Cy5 molecular beacon fluorescence;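 active = inhibition above the mean of all tested compounds plus 3 SD, set per campaign, cut at about 35% in these data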;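 also: 0% = DMSO wells and 100% = thioflavine S control wells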
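System: Hepatitis C virus NS3 helicase domain fragment enzyme | Reagent: Annealed dual-labelled DNA beacon duplex, ATP-started | Compound dosing: 10.9 µM single point, 0.8% DMSO | Incubation: 1 h reaction at 25 °C, ATP-initiated | Technique: Cy5 fluorescence | Evaluation: Percent inhibition from t60/t0 fluorescence ratio | Benchmarks: Low DMSO, high thioflavine S at 110 µM | Replication: Singlicate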
IMP-1 inhibitor: inhibitors of Pseudomonas aeruginosa IMP-1 metallo-beta-lactamase; 290,000 tested, 0.45% active; inhibition, % at 5.6 µM; purified IMP-1, nitrocefin hydrolysis, epi-absorbance fluorescence; AID 1556;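 active = inhibition above the mean plus 3 SD of all compounds in the same screening run, cut at about 4.5% in these data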;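 also: 0% = IMP-1 with DMSO and 100% = DMSO wells lacking enzyme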
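Assay system: purified recombinant IMP-1 beta-lactamase. Input: IMP-1 0.2 nM before substrate addition. Buffer or medium: Zinc- and detergent-supplemented HEPES buffer, pH 7.1. Schedule: 25 °C, 15 min preincubation, 25 min reaction. Signal: Epi-absorbance fluorescence, 480 nm excitation, 530 nm emission. Evaluation: percent inhibition from optical density relative to buffer-blank wells.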
PHOSPHO1 block: blocks human PHOSPHO1 phosphatase activity; inhibition, % at 13.3 µM; Q8TCT1; 290,000 tested, 1.1% active; recombinant PHOSPHO1, absorbance phosphatase assay; in the data active = inhibition above about 60%
Target sequence (Q8TCT1 whole entry, looked up): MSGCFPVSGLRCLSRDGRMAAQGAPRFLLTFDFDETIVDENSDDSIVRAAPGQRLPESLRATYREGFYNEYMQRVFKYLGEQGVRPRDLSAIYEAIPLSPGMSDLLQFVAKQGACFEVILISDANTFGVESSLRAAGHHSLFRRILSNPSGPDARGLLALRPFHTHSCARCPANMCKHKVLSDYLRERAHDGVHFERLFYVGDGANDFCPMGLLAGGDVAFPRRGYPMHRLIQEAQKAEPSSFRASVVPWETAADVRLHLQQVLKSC
OXTR agonist: agonists of human oxytocin receptor; P30559; CHO-OTR cells, Fluo-8 calcium fluorescence; normalized: DMSO 0%, oxytocin 100%; activation, % at 3 µM; 320,000 tested, 0.32% active; AID 2435;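 active = activation above the mean of all tested compounds plus 3 SD, cutoff set per screening run, cut at about 20% in these data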;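 also: peak over basal fluorescence ratio from a 100 s FLIPR kinetic read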
Target sequence (P30559 whole entry, looked up): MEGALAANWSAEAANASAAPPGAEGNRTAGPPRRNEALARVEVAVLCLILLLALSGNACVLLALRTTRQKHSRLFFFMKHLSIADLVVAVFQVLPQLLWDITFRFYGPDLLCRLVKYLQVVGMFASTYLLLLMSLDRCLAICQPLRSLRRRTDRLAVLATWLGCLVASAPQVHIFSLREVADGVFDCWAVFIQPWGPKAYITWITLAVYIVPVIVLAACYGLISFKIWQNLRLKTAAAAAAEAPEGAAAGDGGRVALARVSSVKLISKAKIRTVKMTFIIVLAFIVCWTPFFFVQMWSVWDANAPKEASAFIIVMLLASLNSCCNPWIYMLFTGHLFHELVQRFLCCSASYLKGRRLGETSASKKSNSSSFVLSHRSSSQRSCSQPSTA
V1R ag counter: activates human V1a receptor in oxytocin agonist counter-screen | activation, % at 3 µM | CHO-V1R cells, Fluo-8 calcium fluorescence, agonist mode; 0% DMSO, 100% 3 nM vasopressin | AID 2797 | 320,000 tested, 0.25% active | P37288;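 active = activation above the mean activation of all tested compounds plus 3 SD, per screening run, cut at about 20% in these data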;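 also: signal is peak over basal fluorescence ratio across a 100 second FLIPR read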
GPR7 antag: antagonists of human GPR7 (neuropeptides B/W receptor 1). P48145. GPR7-expressing cells, fluorescence antagonist assay. inhibition, % at 4.4 µM. 290,000 tested, 1.1% active. AID 1861; in the data active = inhibition above about 16%, passing the limit was not always enough;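 also: cells stimulated with the agonist NPW; 0% = agonist with vehicle and 100% = vehicle without agonist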
VIM-2 inhibitor: inhibitors of Pseudomonas aeruginosa VIM-2 metallo-beta-lactamase | purified VIM-2, nitrocefin hydrolysis, epi-absorbance fluorescence | 290,000 tested, 0.89% active | inhibition, % at 5.6 µM | AID 1527;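 active = inhibition above the mean of all tested compounds plus 3 SD, cutoff set per screening run, cut at about 7.5% in these data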;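 also: red hydrolysis product quenches plate fluorescence so inhibitors raise well fluorescence; 0% = enzyme with DMSO and 100% = DMSO without enzyme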
FID counter: fluorescent intercalator displacement, NS3 helicase counter-screen. inhibition, % at 7.9 µM. 290,000 tested, 0.17% active. DNA fluorescent intercalator displacement, fluorescence. AID 1845; in the data active = inhibition above about 37%;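 also: 0% = vehicle and 100% = reference compound; higher means more ethidium bromide displaced from hairpin DNA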
GalR3 antag: human GalR3 antagonism; O60755; HEK293 GalR3-CNG cAMP membrane potential fluorescence; galR3 body fused to GalR1 C-terminus; inhibition, % at 3 µM; 360,000 tested, 0.44% active;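 active = inhibition above the screen-wide average plus 3 SD, cut at about 13% in these data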;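 also: forskolin and galanin both at EC90 stimulate the cells; cAMP rise reported by CNG channel membrane potential dye signal; 0% = forskolin plus galanin with DMSO and 100% = forskolin alone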
Target sequence (O60755 1-299 limits assumed): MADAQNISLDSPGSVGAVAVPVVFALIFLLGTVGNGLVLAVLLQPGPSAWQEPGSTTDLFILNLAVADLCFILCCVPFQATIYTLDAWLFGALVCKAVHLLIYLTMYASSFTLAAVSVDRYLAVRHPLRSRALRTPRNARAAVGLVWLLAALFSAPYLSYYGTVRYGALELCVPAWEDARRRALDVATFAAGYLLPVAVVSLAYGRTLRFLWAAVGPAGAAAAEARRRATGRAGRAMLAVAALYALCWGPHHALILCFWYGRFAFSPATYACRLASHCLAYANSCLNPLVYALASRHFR
Numbers without * were called inactive; nt = no result given.

The line under a structure holds: HCV NS3 hel inh	IMP-1 inhibitor	PHOSPHO1 block	OXTR agonist	V1R ag counter	GPR7 antag	VIM-2 inhibitor	FID counter	GalR3 antag
- Cc1ccc(S(=O)(=O)N2CCCC(C(=O)NCc3ccccn3)C2)cc1 (stereo unspecified)
  -5	-3.0	-10	-0.2	-1.0	-10	-0.3	-10	-4
- C=CCn1c(Cc2nc3ccccc3[nH]2)n[nH]c1=S
  2	-5.9	90*	-0.7	0.2	-2	-5.6	-3	-6
- Cc1cccc(N(C(=O)c2snc(C(N)=O)c2N)C(C(=O)NCC2CCCO2)c2ccc3ncccc3c2)c1 (stereo unspecified)
  -11	-1.3	56	0.5	3.1	-8	-0.5	-36	-7
- CC1(C)CC(=O)C2=C(C1)N(c1ccc(F)cc1)C(=O)NC2(C(F)(F)F)C(F)(F)F
  9	-2.3	14	-1.2	-0.9	-16	1.2	-7	-6
- Cc1nc2nc[nH]n2c(=O)c1NC(=O)CCc1ccccc1
  3	-1.3	-7	0.3	0.4	-14	-0.4	-7	-3
- COc1ccc(C/C(N)=N/OC(C)=O)cc1OC
  9	-2.1	4	0.0	-0.9	-7	-3.1	0	-4
- COc1ccc(NC(=O)CSCC(=O)Nc2ccc(S(=O)(=O)N3CCCCC3)cc2)cc1
  -6	-1.8	34	-0.5	1.1	-7	-2.3	-13	-1
- Cc1ccc2[nH]c(C(F)(F)F)cc(=O)c2c1
  -2	-3.0	52	0.6	-0.6	-4	-0.3	4	0
- O=C1/C(=C/c2ccc(O)c([N+](=O)[O-])c2)SC(=S)N1Cc1ccccc1
  14	-1.5	21	3.5	3.3	-4	-1.4	0	-7
- Oc1cccc(/C=N/Nc2nn3cnnc3c3ccccc23)c1
  1	-4.3	-14	-0.6	0.9	-6	16*	-11	3
- O=C(Nc1nnc(CCS(=O)(=O)c2ccc3ccccc3c2)s1)c1ccc([N+](=O)[O-])cc1
  -8	-3.1	-5	0.3	-0.2	-4	-1.5	-4	-2
- O=c1c2c3nc4ccccc4nc3n(CC3CCCO3)c2ncn1CCc1ccccc1 (stereo unspecified)
  -5	-1.4	15	1.3	-0.8	-8	0.5	-1	-2
- CC(=O)OC1(C(F)(F)F)Oc2ccccc2NC1=O (stereo unspecified)
  12	-3.5	-3	0.3	0.5	0	-1.5	0	-2
- O=c1cc[nH]c2c(C(F)(F)F)cccc12
  4	-4.2	-14	0.5	0.2	-8	-2.4	1	-4
- COc1cccc(NC(=O)N2CCC(NC(=O)C(Cc3ccccc3OC)NC(C)=O)CC2)c1 (stereo unspecified)
  4	-1.4	10	nt	nt	-8	-2.0	-25	-8
- N#C/C(=N\Nc1ccccc1F)C(=N)N1CCCCC1
  2	-0.2	-6	0.6	0.2	-7	-1.1	-3	5
- CC(C)(C)NC(=O)C(c1ccco1)N(C(=O)Cn1nnc(-c2ccc(F)cc2)n1)c1ccccc1F (stereo unspecified)
  2	-4.9	-21	-1.4	-0.2	-9	-3.5	-12	2
- O=C(CSc1ccc(-c2ccccn2)nn1)Nc1nccs1
  2	-3.2	-1	0.5	0.4	-2	-1.6	-1	-7
- CS(=O)(=O)N(CC(=O)Nc1cccc(Br)c1)Cc1ccccc1
  0	-4.5	5	nt	nt	-9	-2.8	-10	0
- Cc1ccc(/C=N/NC(=O)C(O)c2ccccc2)o1 (stereo unspecified)
  -5	-2.8	42	-0.2	-0.4	7	-3.1	-13	-7
- CCc1nc2oc3cc(OC)ccc3c(=O)c2c(=O)n1Cc1ccccc1
  0	-0.3	3	-0.9	0.0	-5	-1.9	-21	nt
- CCN(C(=O)COC(=O)c1ccc2c(=O)n3c(nc2c1)CCC3)C1CCS(=O)(=O)C1 (stereo unspecified)
  -1	-1.9	12	0.2	-0.2	-12	-2.4	-5	3
- C/C(CC(=O)Nc1ccc2c(c1)OCCO2)=N\NC(=O)c1cccc(O)c1
  -3	-4.0	-3	-0.2	-0.1	-11	-2.5	-6	-7
- Cc1ccc(C23CC4CC(CC(C(=O)N5CCOCC5)(C4)C2)C3)cc1
  -7	1.6	11	1.1	2.1	-1	-1.6	-36	0
- O=C(NCc1nc2ccccc2[nH]1)c1cccc(S(=O)(=O)N2CCCCC2)c1
  5	-3.1	32	-0.2	0.7	-11	-2.5	3	-7
- Cc1ccc(CNC(=O)CCS(=O)(=O)c2ccc3c(c2)NC(=O)C(C)S3)cc1 (stereo unspecified)
  6	-1.0	22	3.2	3.7	-3	-1.6	-38	-3
- CN(c1ccccc1)c1nc(N)c([N+](=O)[O-])c(N2CCCCCC2)n1
  8	-3.7	-6	-2.5	0.6	-26	-1.5	-36	-4
- CCN1C(=O)Cc2cc(S(=O)(=O)NCCc3ccccc3)ccc21
  -14	-0.4	47	2.2	2.0	12	-2.0	-20	-5
- CC(=O)c1cn(CC(=O)Nc2ccc(C)cc2)c2ccccc12
  6	-3.9	-12	7.2	6.9	-4	-4.8	-1	-2
- Cc1ccccc1OCC(O)CN1CCN(c2ccccn2)CC1 (stereo unspecified)
  -14	0.3	50	-1.0	1.5	7	1.4	9	-11
- COc1ccccc1NC(=O)CN1C(=O)CC(C)S(=O)(=O)c2ccccc21 (stereo unspecified)
  4	-1.9	33	0.7	0.5	-6	-1.6	-6	-1
- Clc1cccc(CSc2nc3ccncc3[nH]2)c1
  -4	-2.0	-9	0.2	1.1	-2	-0.6	1	nt
- O=C(CSc1nc(Nc2ccccc2)nc(N2CCOCC2)n1)N1CCCC1
  -3	-1.7	-22	-2.0	-0.9	-11	-1.9	-34	3
- O=C(Nc1ccc(F)cc1F)c1cc2ccccc2oc1=O
  3	-0.8	24	0.8	0.8	-4	-1.0	0	-4
- COc1ccc(C(O)(C(C)C)C(CN2CCOCC2)c2ccc(Cl)cc2)cc1 (stereo unspecified)
  -16	-3.8	18	3.7	0.1	6	0.2	-19	-12
- C#CC[N+](C)(C)C(C#Cc1ccccc1)CC=C (stereo unspecified)
  -4	-1.2	9	0.5	1.7	9	1.9	3	-1
- C=CCC(CC=C)(NC(=O)c1cccc(C)c1)c1ccccc1
  5	-0.9	-9	-2.6	0.5	-17	-5.0	-25	-3
- O=C(Nc1ccc2oc(-c3ccncc3)nc2c1)c1ccc(Br)o1
  -3	-1.8	5	0.9	1.9	-7	-2.3	-30	-11
- Cc1ccc(/C=C2\SC(N3CCCCC3)=NC2=O)cc1
  -4	-2.8	nt	-2.4	-0.3	-7	-0.4	-29	-9
- O=C(Nc1ccccc1N1CCCC1)c1ccc(Br)o1
  -2	-2.8	14	-2.0	-1.5	-14	-0.3	-10	-6
- CCc1nnc(NC(=O)CSc2nccn2-c2ccccc2)s1
  0	-2.7	14	-1.2	1.1	6	-2.6	-10	-10
- O=C(NCCCO)C(=O)NCc1ccncc1
  6	-1.9	-17	-0.2	0.0	-14	1.0	-3	-4
- CCCSc1nc2c(c(=O)[nH]c(=O)n2C)n1Cc1ccccc1
  0	-3.5	26	-1.6	-0.8	-20	-1.7	-31	-7
- Cc1nnsc1S(=O)c1ccc(Br)cc1 (stereo unspecified)
  11	0.7	-2	-0.9	0.0	-9	0.7	-5	-7
- CC(=O)Oc1ccc(/C(C)=N/N2CCN(Cc3ccc(C)cc3)CC2)cc1
  -3	-3.0	25	-1.1	0.1	-16	-1.9	-7	0
- Cc1sc2ncn(CC(=O)NCCc3ccccc3)c(=O)c2c1C
  0	-3.5	23	-1.3	0.0	-5	-4.0	-4	6
- COC(=O)c1sc(S(=O)(=O)NCc2cccs2)c(C(=O)OC)c1C
  -8	-0.5	14	1.7	0.3	3	1.2	-10	-2
- O=C(COC(=O)c1ccccc1NS(=O)(=O)c1cccs1)NCC12CC3CC(CC(C3)C1)C2
  -17	-1.6	-21	-0.6	1.5	2	-1.2	-14	-3
- COc1ccc(N2CCN(CCC3Oc4cc([N+](=O)[O-])ccc4NC3=O)CC2)cc1 (stereo unspecified)
  -4	-1.4	-20	1.4	1.1	-16	-2.8	2	8
- COC(=O)c1ccc(NC(=O)c2cccc(NC(=O)c3ccccc3)c2)cc1
  -10	-0.3	9	2.3	3.1	-11	-1.7	-6	-7
- Cc1nc2ccc(S(=O)(=O)NCC(=O)Nc3cccc(F)c3)cc2s1
  -1	-2.1	20	-1.4	-1.0	-20	-1.9	-5	-7
- CNC(=S)N(CCc1c(C)[nH]c2ccc(C)cc12)Cc1cc(OC)c(OC)c(OC)c1
  -11	-1.8	-11	3.7	2.2	-6	-2.2	-22	-1
- Cc1nc2ncnn2c(C)c1Cc1c(Cl)cccc1Cl
  3	-3.3	10	0.6	1.3	-5	-0.4	-5	-5
- Cc1ccc(N2CC(C(=O)NCc3ccc(C)n3C)CC2=O)cc1 (stereo unspecified)
  15	-3.2	-1	-0.8	-0.9	-12	-3.8	-10	-3
- CN1C(=O)/C(=C2/C=CC=CN2C)OC1=S
  3	-2.4	28	0.8	0.3	-12	-1.9	8	-4
- CCOC(=O)c1[nH]c(=O)[nH]c1CSCCO
  0	-4.1	0	0.4	0.6	-1	-0.7	-1	3
- Cn1c(SCc2ccc([N+](=O)[O-])cc2)nc2c(c1=O)SCC2
  10	0.8	20	0.4	5.1	-10	7.4	-8	-2
